MazF activator – activators of E. coli MazEF toxin-antitoxin RNase; P0AE70; FAM/BHQ RNA-DNA oligo cleavage fluorescence, 5 h; activation, % at 20 µM; 350,000 tested, 0.32% active; in the data active = activation above about 50%
Target sequence (P0AE70 whole entry, looked up): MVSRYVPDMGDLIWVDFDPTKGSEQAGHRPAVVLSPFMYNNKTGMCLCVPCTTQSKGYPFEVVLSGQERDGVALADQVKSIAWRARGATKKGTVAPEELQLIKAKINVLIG
CCHF vOTU inh – blocks the CCHF virus ovarian tumor domain protease. inhibition, % at 11.5 µM. CCHFV vOTU protease, Pep-AMC fluorescence. AID 651958. 370,000 tested, 0.55% active; in the data active = inhibition above about 30%; note: 0% = vehicle wells with enzyme and 100% = no enzyme wells
BoNT-F LC inh – blocks Botulinum neurotoxin F light chain protease; Multiplex microsphere protease cleavage assay, flow cytometry; inhibition, % at 10 µM; 360,000 tested, 0.22% active; AID 588497; in the data active = inhibition above about 35%, passing the limit was not always enough; inconclusive = no clear call, values can overlap the other calls; note: plate controls were buffer without enzyme for full effect and enzyme alone for no effect
Anthrax LF inh2 – blocks Bacillus anthracis lethal factor protease; P15917; multiplex microsphere protease cleavage assay, LF; inhibition, % at 10 µM; 360,000 tested, 0.12% active; AID 588501; note: plate controls were buffer without enzyme for full effect and enzyme alone for no effect
SSB-PriA inh – K. pneumoniae PriA-SSBct interaction inhibition | 430,000 tested, 0.6% active | inhibition, % at 33 µM | AlphaScreen SSBct-PriA binding, biotinylated peptide; in the data active = inhibition mostly above about 37%, no sharp cut-off; inactive = mostly below about 20%;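 note: plate controls were negative control peptide for no effect and reference peptide for full effect; strong numbers were not always called active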
PrPC TRFRET – inhibitors of human cell surface prion protein PrPC; 370,000 tested, 0.43% active; P04156; TR-FRET read-out; inhibition, % at 13.8 µM; in the data active = inhibition above about 24%; note: 0% = median of the test wells and 100% = reference compound wells
Rv3671c protease – Rv3671c (M. tuberculosis) protease inhibition; P9WHR9; inhibition, % at 5.96 µM; 320,000 tested, 0.048% active; AID 2606; in the data active = inhibition above about 38%;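 note: extracellular domain of Rv3671c used as enzyme; 0% = enzyme with DMSO and 100% = no enzyme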
Target sequence (P9WHR9 whole entry, looked up, the tested form may be a part): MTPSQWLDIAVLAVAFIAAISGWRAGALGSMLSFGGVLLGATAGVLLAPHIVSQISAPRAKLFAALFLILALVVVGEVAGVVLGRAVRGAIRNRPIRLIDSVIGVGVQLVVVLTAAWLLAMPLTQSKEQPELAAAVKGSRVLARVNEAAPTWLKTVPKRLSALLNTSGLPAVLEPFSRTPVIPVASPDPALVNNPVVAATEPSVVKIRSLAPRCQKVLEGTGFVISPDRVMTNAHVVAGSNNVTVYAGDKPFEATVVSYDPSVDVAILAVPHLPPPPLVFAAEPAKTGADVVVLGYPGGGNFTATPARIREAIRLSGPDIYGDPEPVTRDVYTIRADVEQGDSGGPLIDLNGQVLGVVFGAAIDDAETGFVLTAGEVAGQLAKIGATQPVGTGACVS
SARS 3CLpro inh – SARS-CoV 3CLpro protease inhibition; P0C6X7; recombinant SARS-CoV 3CLpro, quenched FRET peptide cleavage; inhibition, % at 6 µM; 290,000 tested, 0.14% active; in the data active = inhibition above about 12%
BoNT A protease – BoNT A light chain protease inhibition | 360,000 tested, 0.17% active | multiplex microsphere protease substrate cleavage, flow cytometry | inhibition, % at 10 µM; note: plate controls were buffer without enzyme for full effect and enzyme alone for no effect
VHR inh abs – blocks human VHR1 dual specificity phosphatase | AID 1654 | recombinant VHR phosphatase, pNPP absorbance | P51452 | inhibition, % at 13.3 µM | 290,000 tested, 0.52% active; in the data active = inhibition above about 50%; note: some compounds called inactive have numbers as strong as hits
Target sequence (P51452 whole entry, looked up): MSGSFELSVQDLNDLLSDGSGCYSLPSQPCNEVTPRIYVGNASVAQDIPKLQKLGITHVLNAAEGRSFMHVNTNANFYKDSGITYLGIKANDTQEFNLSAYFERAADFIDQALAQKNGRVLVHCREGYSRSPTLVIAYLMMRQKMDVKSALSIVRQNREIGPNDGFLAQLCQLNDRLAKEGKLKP
* marks the source's active call; other numbers are inactive results. Cut-off read from the data, not from the text of the source, unless noted: active = inhibition above about 30%; inconclusive = no clear call, values can overlap the other calls; inactive = below that.

Cc1cc(C(=O)COC(=O)c2ccc3c(c2)OCO3)c(C)n1Cc1cccs1 was read as MazF activator 4, CCHF vOTU inh 11, BoNT-F LC inh 2, Anthrax LF inh2 1, SSB-PriA inh -10, PrPC TRFRET 0, Rv3671c protease -2, SARS 3CLpro inh -3, BoNT A protease 0.9 and VHR inh abs 2.
COc1cccc(COC(=O)c2c(C)nn(-c3ccccc3)c2Cl)c1OC was read as MazF activator 1, CCHF vOTU inh 2, BoNT-F LC inh -2, Anthrax LF inh2 -1, SSB-PriA inh -48, PrPC TRFRET -2, Rv3671c protease -11, SARS 3CLpro inh 3, BoNT A protease -0.3 and VHR inh abs 22.
For O=C(CN(C(=O)c1csnn1)c1ccc(F)cc1)NCc1ccc(F)cc1 the results were MazF activator 9, CCHF vOTU inh 3, BoNT-F LC inh 0, Anthrax LF inh2 4, SSB-PriA inh -12, PrPC TRFRET 1, Rv3671c protease 0, SARS 3CLpro inh 2, BoNT A protease 0.4 and VHR inh abs 3.
For CCN1CCN(Cc2ccc(NC(=O)c3ccc(C)c(NC(=O)c4csc(-c5ccncc5)n4)c3)cc2C(F)(F)F)CC1 the results were MazF activator -25, CCHF vOTU inh 12, BoNT-F LC inh -38, Anthrax LF inh2 -10, SSB-PriA inh 13, PrPC TRFRET -12, Rv3671c protease -27, BoNT A protease 0.3 and VHR inh abs -4.
`Cn1cc(C(=O)c2ccc(Cl)cc2Cl)cc1C=O` gave MazF activator -10, CCHF vOTU inh 1, BoNT-F LC inh -1, Anthrax LF inh2 1, SSB-PriA inh -4, PrPC TRFRET 3, Rv3671c protease 2, SARS 3CLpro inh -3, BoNT A protease -0.1 and VHR inh abs 18.
For CC1(C)CC(=O)C(C(C#Cc2ccccc2)C2=C(O)CC(C)(C)CC2=O)=C(O)C1 the results were MazF activator 2, CCHF vOTU inh 12, BoNT-F LC inh -8, Anthrax LF inh2 -3, SSB-PriA inh -10, PrPC TRFRET -6, Rv3671c protease 6, SARS 3CLpro inh -5, BoNT A protease -1.8 and VHR inh abs 6.
For COc1ccc(NC(=O)CN(C)S(=O)(=O)c2ccc(Cl)cc2)cn1 the results were MazF activator 3, CCHF vOTU inh 4, BoNT-F LC inh -16, Anthrax LF inh2 -2, SSB-PriA inh -2, PrPC TRFRET 0, Rv3671c protease 2 and BoNT A protease 0.3.
`CN(CCC1CCCCO1)C(=O)CCc1nnc(C2CCCCC2)o1` (centres undefined) gave MazF activator -1, CCHF vOTU inh 14, BoNT-F LC inh -4, Anthrax LF inh2 -5, SSB-PriA inh -5, PrPC TRFRET 8, Rv3671c protease 5, SARS 3CLpro inh 2, BoNT A protease 0.5 and VHR inh abs 15.
CC(CCc1ccccc1)NC(=O)c1ccncc1 (centres undefined) was read as MazF activator -8, CCHF vOTU inh 0, BoNT-F LC inh -1, Anthrax LF inh2 -13, SSB-PriA inh -13, PrPC TRFRET 1, Rv3671c protease 0, SARS 3CLpro inh 3, BoNT A protease -1.8 and VHR inh abs -4.
CC1=NN(C(=O)CCCc2ccccc2)C(O)(C(F)(F)F)C1 (centres undefined) was read as MazF activator 4, CCHF vOTU inh -6, BoNT-F LC inh -9, Anthrax LF inh2 -4, SSB-PriA inh 1, PrPC TRFRET 4, Rv3671c protease 7, SARS 3CLpro inh -1, BoNT A protease 0.0 and VHR inh abs 11.

Molecules from the list above that contain a CF3 group, in the order listed:
For CCN1CCN(Cc2ccc(NC(=O)c3ccc(C)c(NC(=O)c4csc(-c5ccncc5)n4)c3)cc2C(F)(F)F)CC1 the results were MazF activator -25, CCHF vOTU inh 12, BoNT-F LC inh -38, Anthrax LF inh2 -10, SSB-PriA inh 13, PrPC TRFRET -12, Rv3671c protease -27, BoNT A protease 0.3 and VHR inh abs -4.
CC1=NN(C(=O)CCCc2ccccc2)C(O)(C(F)(F)F)C1 (centres undefined) was read as MazF activator 4, CCHF vOTU inh -6, BoNT-F LC inh -9, Anthrax LF inh2 -4, SSB-PriA inh 1, PrPC TRFRET 4, Rv3671c protease 7, SARS 3CLpro inh -1, BoNT A protease 0.0 and VHR inh abs 11.

The list goes on.
`CCOc1ccccc1C(=O)n1nc(C)cc1C` gave MazF activator 0, CCHF vOTU inh 13, BoNT-F LC inh -38, Anthrax LF inh2 3, SSB-PriA inh -11, PrPC TRFRET -3, Rv3671c protease 5, SARS 3CLpro inh 0, BoNT A protease -2.9 and VHR inh abs 5.
Screening COc1ccc(C2C(C(C)=O)=C(C)Nc3ncnn32)c(OC)c1OC (centres undefined) returned MazF activator 2, CCHF vOTU inh 19, BoNT-F LC inh -4, Anthrax LF inh2 1, SSB-PriA inh -1, PrPC TRFRET 5, Rv3671c protease -11, SARS 3CLpro inh -6, BoNT A protease -1.5 and VHR inh abs 3.
`CCOc1ccc(N(CC)C(=O)COc2cc(=O)n(CC)c3ccccc23)cc1` gave MazF activator 1, CCHF vOTU inh -6, BoNT-F LC inh 5, Anthrax LF inh2 2, SSB-PriA inh -3, PrPC TRFRET -3, Rv3671c protease 10, SARS 3CLpro inh 2, BoNT A protease 0.0 and VHR inh abs 13.
Screening CCCCc1nc2cc(C(=O)N3CCC(O)CC3)ccc2o1 returned MazF activator 13, CCHF vOTU inh -18, BoNT-F LC inh 1, Anthrax LF inh2 1, SSB-PriA inh 4, PrPC TRFRET 7, SARS 3CLpro inh -2, BoNT A protease 0.1 and VHR inh abs 9.
Screening CN1C(=O)N(C)C(=O)C2(Cc3cc(NC(=O)c4ccc(F)cc4)ccc3N3CCCC32)C1=O (centres undefined) returned MazF activator 17, CCHF vOTU inh 15, BoNT-F LC inh -20, Anthrax LF inh2 -3, SSB-PriA inh -1, PrPC TRFRET -3, Rv3671c protease -5, SARS 3CLpro inh 3, BoNT A protease 3.6 and VHR inh abs -14.
Screening CC(C)OCCCNC(=S)Nc1ccc(S(N)(=O)=O)cc1 returned MazF activator 4, CCHF vOTU inh 8, BoNT-F LC inh -7, Anthrax LF inh2 0, SSB-PriA inh 5, PrPC TRFRET 4, Rv3671c protease -3, SARS 3CLpro inh 0, BoNT A protease -1.6 and VHR inh abs 72.
`CCSc1nsc(NC(=O)Nc2ccccc2Cl)n1` gave MazF activator 5, CCHF vOTU inh -9, BoNT-F LC inh 30, Anthrax LF inh2 -4, SSB-PriA inh -5, PrPC TRFRET 20 and BoNT A protease 1.5.
For Cc1ccc(C)c(Cn2nnc3c(=O)[nH]c(C4CCN(C(=O)c5cccs5)CC4)nc32)c1 the results were MazF activator -2, CCHF vOTU inh 12, BoNT-F LC inh 2, Anthrax LF inh2 -5, SSB-PriA inh 5, PrPC TRFRET -10, Rv3671c protease -6, SARS 3CLpro inh 3, BoNT A protease -0.7 and VHR inh abs 2.
Cc1cc(C)nc(SCc2ccc(F)cc2)n1 was read as MazF activator -6, CCHF vOTU inh -11, BoNT-F LC inh 2, Anthrax LF inh2 4, SSB-PriA inh -11, PrPC TRFRET 2, Rv3671c protease 1, SARS 3CLpro inh -2, BoNT A protease 0.1 and VHR inh abs 15.
For COc1ccc(C(N)c2csc(Nc3ccc(C(=O)NCCCO)cn3)n2)cc1 (centres undefined) the results were CCHF vOTU inh 9, BoNT-F LC inh 3, Anthrax LF inh2 -9, PrPC TRFRET -5 and BoNT A protease -0.1.
Screening CN(C(=O)CN1C(=O)S/C(=C\c2ccccc2F)C1=O)C1CCS(=O)(=O)C1 (centres undefined) returned MazF activator 7, CCHF vOTU inh 2, BoNT-F LC inh -5, Anthrax LF inh2 -2, SSB-PriA inh -1, PrPC TRFRET -4, Rv3671c protease 2, SARS 3CLpro inh -2, BoNT A protease -2.0 and VHR inh abs -8.
Screening COc1cc(NS(C)(=O)=O)ccc1Nc1c2ccccc2nc2ccccc12 returned MazF activator 13, CCHF vOTU inh -26, BoNT-F LC inh -3, Anthrax LF inh2 -2, SSB-PriA inh 22, PrPC TRFRET -23, Rv3671c protease 4 and BoNT A protease -1.1.
Cc1[nH]c2ccccc2c1C(=O)CSc1ccccc1 was read as MazF activator 14, CCHF vOTU inh 2, BoNT-F LC inh 2, Anthrax LF inh2 -1, SSB-PriA inh -3, PrPC TRFRET 11, Rv3671c protease -12, SARS 3CLpro inh 4, BoNT A protease 0.4 and VHR inh abs 4.
`O=C(Nc1c(C(=O)N2CCOCC2)oc2ccccc12)c1cccc([N+](=O)[O-])c1` gave MazF activator 3, CCHF vOTU inh 13, BoNT-F LC inh 3, Anthrax LF inh2 -1, SSB-PriA inh 6, PrPC TRFRET -2, Rv3671c protease 0, SARS 3CLpro inh 0, BoNT A protease -0.1 and VHR inh abs 44.
`O=C(CN1CCC(c2nc3ccccc3s2)CC1)NCc1cccs1` gave MazF activator -8, CCHF vOTU inh -12, BoNT-F LC inh -4, Anthrax LF inh2 1, SSB-PriA inh -12, PrPC TRFRET 4, Rv3671c protease -1, SARS 3CLpro inh -6, BoNT A protease 0.2 and VHR inh abs -11.
Screening COCCNc1ncnc2c1ncn2[C@H]1CN(Cc2ccncc2)C[C@@H](CO)O1 returned CCHF vOTU inh 0, BoNT-F LC inh 0, Anthrax LF inh2 1, PrPC TRFRET -6 and BoNT A protease -0.1.
NC(=O)c1cccc(CC(=O)c2ccccc2)c1 was read as MazF activator -6, CCHF vOTU inh 5, BoNT-F LC inh inconclusive, Anthrax LF inh2 -5, SSB-PriA inh 3, PrPC TRFRET 4, Rv3671c protease 3, SARS 3CLpro inh -3, BoNT A protease inconclusive and VHR inh abs -4.
O=C(N/N=C/C(Br)=C\c1ccccc1)c1ccco1 was read as MazF activator 6, CCHF vOTU inh -10, BoNT-F LC inh -38, Anthrax LF inh2 10, SSB-PriA inh inactive, PrPC TRFRET -2, Rv3671c protease 3, SARS 3CLpro inh 2, BoNT A protease -1.7 and VHR inh abs 18.
Screening Cc1ccc(S(=O)(=O)NCc2cccnc2)cc1C(=O)NC1CCCCC1 returned MazF activator -19, CCHF vOTU inh 7, BoNT-F LC inh 10, Anthrax LF inh2 -1, SSB-PriA inh -6, PrPC TRFRET -4, Rv3671c protease 2 and BoNT A protease 1.0.
For COc1cc(C2C(C#N)=C(N)OC3=C2C(=O)CCC3)ccc1OC(=O)N1CCOCC1 (centres undefined) the results were MazF activator 1, CCHF vOTU inh 9, BoNT-F LC inh 2, Anthrax LF inh2 0, SSB-PriA inh -28, PrPC TRFRET 4, Rv3671c protease 1, SARS 3CLpro inh 4, BoNT A protease 0.1 and VHR inh abs 6.
`O=C(Cn1ncc2c3ccccc3n(Cc3ccccc3F)c2c1=O)NCCCN1CCCC1=O` gave MazF activator -19, CCHF vOTU inh 8, BoNT-F LC inh 6, Anthrax LF inh2 -1, SSB-PriA inh -1, PrPC TRFRET -6, Rv3671c protease 7, SARS 3CLpro inh 6, BoNT A protease 3.2 and VHR inh abs 6.
For CCC(C)NC(=O)NC1C(NC(=O)NC(C)CC)N(C)C(=O)N1C (centres undefined) the results were MazF activator 6, CCHF vOTU inh -9, BoNT-F LC inh -6, Anthrax LF inh2 -2, SSB-PriA inh -8, PrPC TRFRET -6, Rv3671c protease 4, SARS 3CLpro inh 8, BoNT A protease -0.7 and VHR inh abs 15.
Screening CCN(CC)S(=O)(=O)c1cccc(NC(=O)CCNC(=O)c2ccccc2Cl)c1 returned MazF activator -3, CCHF vOTU inh 6, BoNT-F LC inh 2, Anthrax LF inh2 -1, SSB-PriA inh -3, PrPC TRFRET -2, Rv3671c protease -1, SARS 3CLpro inh -5, BoNT A protease -0.6 and VHR inh abs -9.
For CCc1ccccc1NC(=O)N1CCCc2ccccc21 the results were MazF activator -1, CCHF vOTU inh -9, BoNT-F LC inh 4, Anthrax LF inh2 -3, SSB-PriA inh -4, PrPC TRFRET 1, SARS 3CLpro inh 1, BoNT A protease 0.1 and VHR inh abs 32.
`Cc1cccn2c(=O)c3cc(C(=O)NCc4ccco4)c(=N)n(C(C)C)c3nc12` gave MazF activator 10, CCHF vOTU inh -84, BoNT-F LC inh -3, Anthrax LF inh2 2, SSB-PriA inh -1, PrPC TRFRET -28, Rv3671c protease -6, SARS 3CLpro inh 0, BoNT A protease 1.9 and VHR inh abs -16.

From PubChem

A portion of the library. The share of hits here may be higher or lower than overall.
